PLK1 PBD block: blocks phosphopeptide binding to human PLK1 polo-box domain; P53350; Plk1 PBD binding of FITC phosphopeptide, fluorescence polarization; Potency, µM, inactives show max response, negative = inhibition, actives largely listed as inhibitors; 2.8% of 360,000 active; AID 720504; also: potency is read from the fitted curve at half-maximal effect; series mostly up to about 57 µM; % is scaled to controls: 0 for no effect and ±100 for the full control effect; nearly all actives have a fitted effect of over 65% in size
Target sequence (P53350 whole entry, looked up, the tested form may be a part): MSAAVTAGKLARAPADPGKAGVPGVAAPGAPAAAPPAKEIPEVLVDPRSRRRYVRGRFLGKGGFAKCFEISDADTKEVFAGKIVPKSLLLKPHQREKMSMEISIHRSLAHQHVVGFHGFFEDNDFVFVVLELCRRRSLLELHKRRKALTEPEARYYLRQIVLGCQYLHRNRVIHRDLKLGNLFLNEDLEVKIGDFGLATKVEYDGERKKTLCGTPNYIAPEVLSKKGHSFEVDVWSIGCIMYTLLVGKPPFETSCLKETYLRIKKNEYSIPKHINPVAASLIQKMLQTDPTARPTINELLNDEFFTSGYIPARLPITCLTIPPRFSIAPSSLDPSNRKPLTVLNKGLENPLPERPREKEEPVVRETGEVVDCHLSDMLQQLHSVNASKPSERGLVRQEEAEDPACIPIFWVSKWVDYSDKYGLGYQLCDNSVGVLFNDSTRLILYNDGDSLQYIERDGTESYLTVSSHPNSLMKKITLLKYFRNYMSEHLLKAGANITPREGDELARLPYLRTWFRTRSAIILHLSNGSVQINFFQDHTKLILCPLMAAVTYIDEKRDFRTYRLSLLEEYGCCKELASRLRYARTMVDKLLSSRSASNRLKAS
WRN inhibitor: blocks human WRN helicase. Potency, µM (series often up to 114 µM), for inactives: top-dose activity change, negative = inhibition, usual class: inhibitors. AID 651768. Q14191. WRN helicase unwinding, fluorescent forked duplex, kinetic. 0.46% of 360,000 active; also: potency is read from the fitted curve at half-maximal effect; % is scaled to controls: 0 for no effect and ±100 for the full control effect; nearly all actives have a fitted effect of over 55% in size
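Enzyme (20 nM final) and test compound sit together 15 min at room temperature before substrate addition. Substrate is a single-forked duplex oligonucleotide (100 nM) labelled with fluorophore and quencher, with 2 mM ATP; helicase unwinding raises red fluorescence, read kinetically.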
FUS yeast rescue: suppressors of FUS proteinopathy in yeast; S. cerevisiae FUS-expressing, growth rescue, OD600, 24 h; Potency, µM (doses to about 76.6 µM), inactives show top-dose growth rescue (activation), hits mostly activators; 0.24% of 390,000 active; AID 1347120;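 also: potency is read from the fitted curve at half-maximal effect; plate controls were DMSO vehicle for no effect and reference control for full effect; nearly all actives have a fitted effect of over 55% in size; some results filed as inactive show a strong effect at the top dose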
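FUS-expressing yeast, raffinose-pregrown, induced in 2% galactose minimal medium at OD 0.005; compounds in a dilution series, 24hr at 30C. Growth restoration read as absorbance at 600 nm. CP55940 positive control, DMSO negative.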
EPAC1 antag: blocks human EPAC1 exchange factor; O95398; EPAC1 GEF assay, Rap1b-BODIPY-GDP exchange fluorescence; Potency, µM (series often up to 115 µM), for inactives: at the top dose activity change, negative = inhibition, most hits filed as inhibitors; 0.14% of 360,000 active;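 also: potency is read from the fitted curve at half-maximal effect; plate controls were vehicle for no effect and positive control for full effect; nearly all actives have a fitted effect of over 50% in size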
EPAC1 ag: agonists of human EPAC1; EPAC1 agonist qHTS, biochemical assay; response scale: 100% = response to 6.5 mM cAMP; 0.073% of 360,000 active; O95398; Potency, µM (highest dose often 154 µM), inactives show top-dose activation, most hits filed as activators; AID 720707; also: potency is read from the fitted curve at half-maximal effect; nearly all actives have a fitted effect of over 60% in size
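Read-out is the fluorescence drop as BODIPY-GDP leaves Rap1B (480 nm excitation, 540 nm emission), recorded every 5 minutes over 30 minutes. Reactions held 100 nM EPAC1, 250 nM Rap1B–BODIPY-GDP and 50 uM GDP, with 6.5 mM cAMP setting full activation.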
aSyn rescue: inhibitors of alpha-synuclein toxicity in yeast. 0.14% of 370,000 active. Yeast expressing alpha-synuclein, growth rescue, BacTiter-Glo, 24 h. Potency, µM (doses to about 46.1 µM), without a hit: at the highest dose growth rescue (activation), hits mostly activators; also: potency is read from the fitted curve at half-maximal effect; % of control where 0% means no effect; nearly all actives have a fitted effect of over 65% in size
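Screening used galactose-induced yeast with toxic alpha-synuclein levels, exposed to compound for 24 hr at 30 deg C. Cell growth, read with BacTiter-Glo luminescence, gave the measured signal.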
Abeta yeast res: restores growth of yeast expressing A-beta42 peptide; yeast expressing A-beta42, growth rescue, OD600, 48 h; response scale: 0% DMSO, 100% iron-clioquinol control; Potency, µM (highest dose often 46.1 µM), for inactives: at the highest dose growth rescue, actives largely listed as activators; 0.063% of 410,000 active; AID 1347071; also: potency is read from the fitted curve at half-maximal effect; nearly all actives have a fitted effect of over 55% in size
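Growth rescue measured by 600 nm absorbance after 48 h yeast culture at 30 C with compound. Values normalized between DMSO and an equimolar ferric chloride plus clioquinol control.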
IL2 activator: IL-2 activation; AID 652025; activation, % (series mostly up to about 46 µM); 0.065% of 360,000 active; IL-2 activation reporter assay, cell-based qHTS; stimulated with anti-CD3/CD4/CD28 beads; in transgenic mouse T cells; in the data active = activation above about 50%; inconclusive = mostly about 30% to 49%; also: 0% is about no effect
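Unstimulated transgenic mouse T cells; 60-min compound exposure; bead-based TCR/CD4/CD28 stimulation; 18 h culture, 37 degrees C; dual fluorescence (EGFP, DsRed) plate cytometry.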
PI5P4Ka inh: PI5P4K alpha (human) kinase inhibition | P48426 | 1.2% of 330,000 active | AID 652105 | max response, % | PI5P4Kalpha enzyme, ADP-Glo luminescence, 60 min; active compounds read low; active = max response of -50% or lower; inconclusive = between -30% and -50%; inactive = -30% or higher; also: value at the top dose of about 77 µM; % is scaled to controls: 0 for no effect and ±100 for the full control effect
Target sequence (P48426 whole entry, looked up): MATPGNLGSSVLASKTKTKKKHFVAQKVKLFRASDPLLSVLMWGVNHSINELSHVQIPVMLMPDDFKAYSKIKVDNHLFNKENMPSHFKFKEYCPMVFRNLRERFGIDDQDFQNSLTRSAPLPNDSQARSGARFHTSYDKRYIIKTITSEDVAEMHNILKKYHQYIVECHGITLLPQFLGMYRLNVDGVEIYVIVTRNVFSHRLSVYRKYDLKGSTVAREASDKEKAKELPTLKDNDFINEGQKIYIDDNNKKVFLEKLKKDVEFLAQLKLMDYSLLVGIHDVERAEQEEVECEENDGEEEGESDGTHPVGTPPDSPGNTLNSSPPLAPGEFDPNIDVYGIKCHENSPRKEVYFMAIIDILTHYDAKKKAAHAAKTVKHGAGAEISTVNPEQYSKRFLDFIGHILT
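Compounds were pin-transferred onto PI5P4Kalpha and substrate in HEPES pH 7.4 buffer with EGTA, CHAPS and 5% DMSO. ATP (5 microM final) started the reaction, which ran 60 minutes at room temperature before ADP-Glo detection.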
Numbers without * were called inactive; ? = inconclusive; · = no result given; & = joins results of further samples; [ ] = another dose, or the depositor's remark. Unless noted, calls follow the shape of the dose curve; as a rule, active = well fitted curve in the direction sought with a large enough effect; inconclusive = small, poorly fitted or top-dose-only effect, or another doubt; inactive = no such curve, though single readings can be large; an effect the other way counts as inactive or inconclusive.

#1 CCN(C[C@H]1N[C@@](Cc2ccccc2)(C(=O)OC)[C@H]2C(=O)N(C)C(=O)[C@@H]12)S(=O)(=O)c1ccc(-c2ccccc2)cc1
#2 O=C(NCC1CCCCC1)c1cc(S(=O)(=O)N2CCCCC2)ccc1N1CCOCC1
#3 O=C(Nc1ccccc1N1CCOCC1)c1cccc(Oc2ccccc2)c1
#4 CC(C)(C)c1ccc(-n2ncc3c2CCCC3NC(=O)C2(C(N)=O)CC2)cc1 (stereo not drawn)
#5 C/C=C/c1ccc(OCC(=O)NNC(=O)CN(C)S(=O)(=O)c2ccc(C)cc2)c(OC)c1
#6 CC1(C(=O)NS(=O)(=O)c2cccc(C#N)c2)CCN1C(=O)C1CCCCC1 (stereo not drawn)
#7 COC1=CC(=O)OC(c2cccc(C#N)c2)C1 (stereo not drawn)
#8 CCC(=O)Oc1cccc(C(=O)Nc2cccc(NC(=O)c3ccco3)c2)c1

assay / compound | 1 | 2 | 3 | 4 | 5 | 6 | 7 | 8
PLK1 PBD block | -7% | -11% | -17% | -16% | -2% | 3% | -3% | 3%
WRN inhibitor | 0% | -2% | 2% | -5% | 6% | 4% | -2% | -4%
FUS yeast rescue | 44% | 11% | 0% | 10% | 7% | -15% | -17% | 27%
EPAC1 antag | -25% | 7% | -10% | 1% | -14% | 13% | -1% | 5%
EPAC1 ag | -10% | 14% | 18% | -3% | -1% | -16% | 10% | -2%
aSyn rescue | 0% | 1% | 1% | -2% | -3% | -1% | 3% | 7%
Abeta yeast res | -1% | 3% | -5% | 6% | -17% | -2% | -6% | -4%
IL2 activator | -0.8 | -1.9 | -5.9 | -2.9 | 1.0 | 2.3 | -1.0 | -1.0
PI5P4Ka inh | -4 | 3 | 2 | 8 | 0 | -3 | -3 | 2

#9 COCCSc1ccccc1C(=O)N1CCOCC1
#10 CC(=O)c1ccc(NC(=O)C2CCCN(S(=O)(=O)c3ccc(-n4cnnn4)cc3)C2)cc1 (stereo not drawn)
#11 CS(=O)(=O)N1N=C(c2ccco2)CC1c1ccc(Cl)cc1Cl (stereo not drawn)
#12 COc1ccc(NC(=O)CC2COc3ccccc3O2)c(OC)c1 (stereo not drawn)
#13 CC(NC(=O)c1ccccc1NS(=O)(=O)c1ccc(CCC(=O)O)cc1)c1ccccc1 (stereo not drawn)
#14 COc1ccccc1-c1cn[nH]c1-c1ccc(OCC(=O)NN)cc1O
#15 Cc1nc2ccccc2c(=O)n1NC(=O)c1cncc(Br)c1
#16 CCCCC(=O)Nc1ccc(NC(=S)NC(=O)c2ccco2)cc1OC

assay / compound | 9 | 10 | 11 | 12 | 13 | 14 | 15 | 16
PLK1 PBD block | ? | -9% | 1% | -3% | -5% | -6% | -3% | -9%
WRN inhibitor | 7% | -13% | 0% | 3% | ? | -5% | -8% | -7%
FUS yeast rescue | 9% | 6% | -2% | -13% | · | 19% | ? | 15%
EPAC1 antag | -1% | -15% | -5% | 5% | -22% | -23% | 3% | 4%
EPAC1 ag | 5% | -2% | 4% | -6% | 6% | 9% | 11% | 1%
aSyn rescue | -2% | 4% | 0% | 11% | -3% | 1% | 3% | -9%
Abeta yeast res | -13% | 0% | 27% | 6% | -10% | -18% | 23% | 14%
IL2 activator | -1.0 | -0.7 | -0.8 | 0.3 | -0.5 | 0.5 | 4.7 | -0.1
PI5P4Ka inh | · | 1 | 3 | -2 | -5 | -2 | -1 | 4

#17 C=CCc1cc(Cl)ccc1OC(=O)Nc1cccc(Cl)c1
#18 Cc1ccccc1NC(=S)N=Nc1c(O)n(C)c2ccc(S(=O)(=O)N3CCOCC3)cc12
#19 O=C(CN1CCOCC1)NCCc1ccccc1
#20 COc1ccccc1Nc1cc(C(=O)NC2CCCC2)c2ccccc2n1
#21 CCN(CC)CCCN1C=C2C(=O)C(C)(OC(=O)CCC(=O)OC)C(=O)C=C2C=C1C1CC1 (stereo not drawn)
#22 O=C(O)C(Cc1ccccc1N(CCO)CCO)N1C(=O)c2ccccc2C1=O (stereo not drawn)
#23 O=C(N/N=C/c1c[nH]c2ccccc12)c1cccc(Cl)c1
#24 O=c1[nH][nH]c2cc(=O)n(-c3cccc(C(F)(F)F)c3)nc12

assay / compound | 17 | 18 | 19 | 20 | 21 | 22 | 23 | 24
PLK1 PBD block | 1% | -5% | -9% | -1% | -15% | -1% | -6% | -10%
WRN inhibitor | -3% | -20%[57.1 µM] | -15% | 1% | 0% | 13% | -2% | -16%
FUS yeast rescue | -6% | 17% | -10% | 15%&7% | 0% | -6% | -23% | -1%
EPAC1 antag | 10% | 4% | 2% | -17% | 17% | 6% | 7% | -3%
EPAC1 ag | 13% | 4% | 0% | -2% | 8% | -2% | 9% | -13%
aSyn rescue | 2% | 3% | 4% | -9% | -15% | 3% | -4% | 1%
Abeta yeast res | 0% | 20% | 6% | -3%&-6% | -20% | 4% | -3% | -1%
IL2 activator | -1.4 | 1.0 | -0.2 | -0.7 | 3.6 | -0.4 | 0.3 | 0.4
PI5P4Ka inh | 18 | -1 | -4 | 3 | 2 | 2 | -5 | -12

#25 CCc1ccc(-c2csc3ncn(CC(=O)N4CCOCC4)c(=O)c23)cc1
#26 CCc1ccc(CCC(=O)Nc2nccs2)o1
#27 Cc1nc(NCCOc2ccccc2)sc1C(=O)Nc1ccccc1
#28 COc1ccc(OC)c(/C=C2\N=C(c3ccccc3)OC2=O)c1
#29 COc1ccc(N/C=C/C(=O)C(C)(C)C)cc1
#30 CCCCC(O)CN1CCC(c2ccccc2)CC1 (stereo not drawn)
#31 CCCOC(=O)Nc1nc2ccccc2o1
#32 Cc1cc2ccccc2n1CCNC(=O)C(C)C

assay / compound | 25 | 26 | 27 | 28 | 29 | 30 | 31 | 32
PLK1 PBD block | -4% | -2% | -4% | 12µM* | -9% | -7% | 4% | -11%
WRN inhibitor | -8% | -5% | 7% | ? | -4% | -11% | 8% | -1%
FUS yeast rescue | 18% | 3% | -17% | -20% | -8% | 4% | -12% | 27%
EPAC1 antag | -2% | 4% | -25% | ? | -24% | -2% | 2% | 16%
EPAC1 ag | 3% | -1% | 16% | ? | -7% | 6% | 3% | -15%
aSyn rescue | 4% | 3% | -8% | 0% | 0% | 1% | -9% | 21%
Abeta yeast res | 12% | 15% | 18% | 1% | -18% | 5% | 16% | -15%
IL2 activator | 0.5 | -0.8 | -0.4 | 0.5 | -0.8 | -1.9 | -2.0 | -2.2
PI5P4Ka inh | 9 | -10 | -2 | -5 | -6 | 0 | 0 | -2

#33 C[C@H](CO)N1C[C@H](C)[C@@H](CN(C)C(=O)c2ccc3ccn(C)c3c2)OCc2cn(nn2)CCCC1=O
#34 O=C(Nc1ccc(F)c(F)c1)C1=COCCO1
#35 S=C(NCc1ccccc1)N1CCN(c2ccccc2)CC1
#36 CC1(C)CC(N=c2cc(-c3ccccc3)oc3ccc(Cl)cc23)CC(C)(C)N1
#37 O=C(CNC(=O)c1nc[nH]c1C(=O)NCc1ccccc1)OCc1ccccc1
#38 Cc1nn2c(-c3ccccn3)ccnc2c1Cl
#39 CS(=O)(=O)N1CCCC(C(=O)NCc2ccco2)C1 (stereo not drawn)
#40 CCC(=O)N1CCc2cc(Br)cc(S(=O)(=O)NCC3CCCN3CC)c21 (stereo not drawn)

assay / compound | 33 | 34 | 35 | 36 | 37 | 38 | 39 | 40
PLK1 PBD block | -9% | -14% | -3% | 1% | -10% | 6% | 0% | -7%
WRN inhibitor | -2% | -26% | 0% | -31% | -6% | -6% | -12% | -1%
FUS yeast rescue | -25% | 11% | -5% | 14% | 44% | -14% | -8% | -1%
EPAC1 antag | 10% | -18% | -12% | 4% | -16% | 0% | -8% | -9%
EPAC1 ag | -6% | -1% | 3% | -6% | 7% | 9% | 2% | -5%
aSyn rescue | 5% | 8% | 6% | 8% | 9% | 1% | -4% | 4%
Abeta yeast res | 8% | -1% | 8% | -19% | -3% | -2% | 11% | 5%
IL2 activator | -3.0 | -0.1 | 0.4 | -4.4 | -2.4 | -0.2 | -1.7 | -0.7
PI5P4Ka inh | -10 | 0 | 10 | 2 | 1 | -1 | · | 0

One compound at a time, as listed above:
Entry for `O=C(CNC(=O)c1nc[nH]c1C(=O)NCc1ccccc1)OCc1ccccc1` : PLK1 PBD block = -10%; WRN inhibitor = -6%; FUS yeast rescue = 44%; EPAC1 antag = -16%; EPAC1 ag = 7%; aSyn rescue = 9%; Abeta yeast res = -3%; IL2 activator = -2.4; PI5P4Ka inh = 1
Entry for `O=C(Nc1ccc(F)c(F)c1)C1=COCCO1` : PLK1 PBD block = -14%; WRN inhibitor = -26%; FUS yeast rescue = 11%; EPAC1 antag = -18%; EPAC1 ag = -1%; aSyn rescue = 8%; Abeta yeast res = -1%; IL2 activator = -0.1; PI5P4Ka inh = 0

Further compounds.
#41 CCOC(=O)Cn1nc(C)c(NC(=O)COc2ccccc2[N+](=O)[O-])c1C
#42 CC(C)N1C(=O)c2ccccc2NC(=O)C1C(=O)NC1CC1 (stereo not drawn)
#43 CN(Cc1nccn1C)C(=O)CC1C(=O)NCCN1Cc1ccc(F)cc1Cl (stereo not drawn)
#44 NC(=S)Nc1cccc2cnccc12
#45 CCOC(=O)COc1cc2oc(=O)cc(C)c2cc1[N+](=O)[O-]
#46 O=C(CSc1nnc2sc3ccccc3n12)NCc1ccco1
#47 Cc1cccc(-c2oc(C)c(C)[n+]2[O-])c1

assay / compound | 41 | 42 | 43 | 44 | 45 | 46 | 47
PLK1 PBD block | -3% | 5% | 1% | -1% | 1% | 0% | -13%
WRN inhibitor | 8% | 4% | -20% | 0% | 5% | 5% | 3%
FUS yeast rescue | -6% | -9% | · | -38% | -22% | 14% | 30%
EPAC1 antag | ? | -3% | -1% | 1% | -15% | 7% | 12%
EPAC1 ag | -6% | 0% | 2% | 4% | -11% | 8% | 7%
aSyn rescue | -1% | -1% | -6% | -2% | -2% | -1% | -2%
Abeta yeast res | -13% | -8% | -10% | 8% | 3% | 4% | 10%
IL2 activator | 0.1 | -0.3 | -0.9 | -0.8 | -0.1 | -2.3 | -3.3
PI5P4Ka inh | 1 | 0 | -5 | -1 | -12 | · | ·
